TIM10 inh: inhibits growth of TIM10 yeast strain | S. cerevisiae TIM10 strain growth, BacTiter-Glo luminescence, 24 h | inhibition, % at 10 µM | 330,000 compounds, 1.4% hits | AID 463195;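 active = inhibition of 40% or more at the single tested concentration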;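 also: wild-type TIM10 isogenic control strain grown at permissive 25 °C; 0% = DMSO yeast wells and 100% = minimal medium wells without yeast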
A3A deaminase: inhibitors of human APOBEC3A DNA deaminase; inhibition, % at 20 µM; recombinant A3A, FAM/TAMRA ssDNA deamination fluorescence; P31941; 330,000 compounds, 0.41% hits; AID 493011;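 active = at least 40% inhibition at 20 µM here, with at most 30% in a related deaminase screen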;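 also: plate controls were A3A with DMSO for no effect and wells lacking A3A enzyme for full effect; some results filed as inactive read as strong as hits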
Target sequence (P31941 whole entry, looked up): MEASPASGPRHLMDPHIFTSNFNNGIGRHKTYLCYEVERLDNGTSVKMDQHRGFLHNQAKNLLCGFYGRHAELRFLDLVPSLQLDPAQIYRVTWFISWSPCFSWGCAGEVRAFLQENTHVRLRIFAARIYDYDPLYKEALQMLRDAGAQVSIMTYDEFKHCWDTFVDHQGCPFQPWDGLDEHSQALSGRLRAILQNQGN
mIAP act: mouse IAP activation | AID 2805 | muIAP, CDP-Star luminescence, 30 min; hits give high values; 1 = vehicle-only enzyme signal, 0 = enzyme-free wells | activation factor at 10 µM | 330,000 compounds, 0.24% hits;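 active = activation factor of at least 2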; also: the source names both 10 and 20 µM as test concentration; values of inactives mirror those of a sister screen read the other way
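System: mouse IAP enzyme. Reagent: CDP-Star chemiluminescent phosphatase substrate. Benchmarks: DMSO wells, no-enzyme wells. Times: 30 min enzyme-substrate-compound incubation at room temperature. Detection: luminescence from enzymatic CDP-Star hydrolysis. Doses: test compounds delivered from DMSO solution.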
mIAP block: blocks mouse intestinal alkaline phosphatase. purified mouse IAP, CDP-Star luminescence, 30 min. inhibition, % at 10 µM. 330,000 compounds, 0.2% hits;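 active = inhibition of at least 40% at 10 µM in the primary screen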;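 also: plate controls were DMSO with enzyme for no effect and no enzyme wells for full effect; values of inactives mirror those of a sister screen read the other way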
beta cell repl: induces beta-cell replication in MIN6 cells. MIN6 cells proliferation, ATPlite luminescence, 48 h; cells starved in 0.2% serum; 100% = growth in 10% serum. proliferation, % at 10 µM. 330,000 compounds, 0.29% hits. AID 2380;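 active = compounds whose signal lies at least 3.5 SD above the mean of all wells on their plate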;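 also: 0% = DMSO-treated cells in low-serum medium and 100% = 10% serum control; some compounds called inactive have numbers as strong as hits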
hIAP inh: blocks human intestinal alkaline phosphatase | P09923 | purified IAP, CDP-Star luminescence, 30 min | inhibition, % at 10 µM | 330,000 compounds, 0.12% hits | AID 2544;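 active = inhibition reaching a set limit with compound at 10 µM in the primary screen, cut at about 35% in these data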;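 also: plate controls were DMSO wells with enzyme for no effect and no-enzyme buffer wells for full effect; values of inactives mirror those of a sister screen read the other way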
Target sequence (P09923 whole entry, looked up): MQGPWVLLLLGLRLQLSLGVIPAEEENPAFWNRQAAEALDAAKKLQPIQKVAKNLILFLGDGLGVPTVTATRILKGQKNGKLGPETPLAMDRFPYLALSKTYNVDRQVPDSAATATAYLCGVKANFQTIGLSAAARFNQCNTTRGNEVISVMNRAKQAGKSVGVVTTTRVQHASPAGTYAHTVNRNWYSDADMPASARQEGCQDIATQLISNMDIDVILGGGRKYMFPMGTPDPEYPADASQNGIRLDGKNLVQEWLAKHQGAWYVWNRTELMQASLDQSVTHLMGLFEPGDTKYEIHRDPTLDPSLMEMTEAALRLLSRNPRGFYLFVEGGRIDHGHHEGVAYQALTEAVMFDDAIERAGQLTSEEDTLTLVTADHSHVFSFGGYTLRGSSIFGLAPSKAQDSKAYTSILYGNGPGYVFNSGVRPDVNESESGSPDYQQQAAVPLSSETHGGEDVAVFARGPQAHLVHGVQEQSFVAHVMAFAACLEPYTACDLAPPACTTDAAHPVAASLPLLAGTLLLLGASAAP
tim10-1 inh: inhibits growth of tim10-1 mutant yeast; S. cerevisiae tim10-1 ts strain growth, BacTiter-Glo, 24 h; 330,000 compounds, 2.2% hits; AID 463190; inhibition, % at 20 µM;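 active = inhibition of at least 40%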;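 also: mutant grown at 25 °C; 0% = DMSO wells with yeast and 100% = wells holding no yeast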
NLRP3 yeast inh: blocks the NALP3 inflammasome reconstituted in yeast. Yeast reconstituted NLRP3/ASC/caspase-1, beta-gal luminescence, 24 h. inhibition, % at 10 µM. 330,000 compounds, 0.39% hits;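 active = inhibition of 50% or more; inactive = inhibition below 50%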;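 also: plate controls were induced DMSO wells for no effect and uninduced yeast grown without galactose for full effect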
APOBEC3G inh: blocks human APOBEC3G single-stranded DNA deamination | Q9HC16 | recombinant A3G, ssDNA deamination FAM/TAMRA fluorescence | inhibition, % at 20 µM | 330,000 compounds, 0.28% hits;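 active = inhibition of at least 40% at 20 µM, with no more than 30% in the related APOBEC3A deaminase screen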;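 also: plate controls were DMSO wells with A3G for no effect and wells lacking A3G enzyme for full effect; some compounds called inactive have numbers as strong as hits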
The depositor's hits bear a star.

(1) O=C(c1ccco1)N1CCN(C(c2ccc(F)cc2)c2nnnn2Cc2cccs2)CC1 (stereo not drawn)
(2) Cc1ccc(C(=O)Nc2cccc(C(F)(F)F)c2)cc1Nc1cnccn1
(3) COc1cc2c(cc1NC(=O)CSc1ccc(C)cc1)oc1ccccc12
(4) COC(=NC(C)C)NC(C)C
(5) Fc1ccc(CSc2ccc(-c3ccco3)nn2)cc1
(6) CC(=O)c1cccc(OCC(O)CNCC2COc3ccccc3O2)c1 (stereo not drawn)

assay / compound | 1 | 2 | 3 | 4 | 5 | 6
TIM10 inh | 17 | 3 | 0 | -11 | 15 | -21
A3A deaminase | 4 | -3 | -1 | -2 | 2 | -3
mIAP act | 1.1 | 0.96 | 1 | 1 | 0.91 | 1
mIAP block | -6 | 4 | -2 | -4 | 9 | -4
beta cell repl | 2 | 1 | -5 | -3 | -2 | -1
hIAP inh | 6 | -10 | 34 | -4 | 5 | -24
tim10-1 inh | 19 | 0 | 0 | 9 | -15 | 21
NLRP3 yeast inh | -5 | 0 | 9 | 8 | 29 | -4
APOBEC3G inh | 2 | -14 | -5 | 2 | -5 | -6

Three of the entries above in order of their number in TIM10 inh, rising.
entry	Compound	TIM10 inh
4	COC(=NC(C)C)NC(C)C	-11
2	Cc1ccc(C(=O)Nc2cccc(C(F)(F)F)c2)cc1Nc1cnccn1	3
1	O=C(c1ccco1)N1CCN(C(c2ccc(F)cc2)c2nnnn2Cc2cccs2)CC1 (stereo not drawn)	17

Whole records from above. Order of values: TIM10 inh, A3A deaminase, mIAP act, mIAP block, beta cell repl, hIAP inh, tim10-1 inh, NLRP3 yeast inh, APOBEC3G inh
`O=C(c1ccco1)N1CCN(C(c2ccc(F)cc2)c2nnnn2Cc2cccs2)CC1` (stereo not drawn) across the screens: 17, 4, 1.1, -6, 2, 6, 19, -5, 2
`Fc1ccc(CSc2ccc(-c3ccco3)nn2)cc1` across the screens: 15, 2, 0.91, 9, -2, 5, -15, 29, -5

(next part)
(7) Cc1ccc(C(=O)N2CCC(N3CCC(C(=O)N4CCOCC4)CC3)CC2)cc1C
(8) COc1ccccc1NC(=O)c1ccc(S(=O)(=O)N(C)C)cc1
(9) Cc1ccc(N(NC(=O)C(O)(c2ccccc2)c2ccccc2)C(=O)CCl)cc1
(10) CCNc1nc(NC(C)C)nc(N(C#N)C(C)C(=O)N(CC)CC)n1 (stereo not drawn)
(11) O=C(c1cnccn1)N(Cc1cccs1)C1(C(=O)NC2CCCCC2)CCCCC1
(12) Nn1c(SCC(=O)Nc2ccccc2C(F)(F)F)nncc1=O

assay / compound | 7 | 8 | 9 | 10 | 11 | 12
TIM10 inh | 0 | 4 | 5 | 8 | 18 | 1
A3A deaminase | -8 | 4 | -2 | 9 | -3 | 0
mIAP act | 0.95 | 0.99 | 1.1 | 0.98 | 0.97 | 0.92
mIAP block | 5 | 1 | -9 | 2 | 3 | 8
beta cell repl | 0 | 3 | -3 | -1 | 3 | 8
hIAP inh | -26 | 11 | -12 | 0 | 2 | -5
tim10-1 inh | -2 | 6 | 39 | -1 | 12 | -13
NLRP3 yeast inh | 0 | 14 | 13 | 11 | 7 | 17
APOBEC3G inh | -6 | 1 | -4 | 2 | -7 | -7

Sorted by count of non-hydrogen atoms (rising): 3 of the compounds above.
(8) COc1ccccc1NC(=O)c1ccc(S(=O)(=O)N(C)C)cc1
(9) Cc1ccc(N(NC(=O)C(O)(c2ccccc2)c2ccccc2)C(=O)CCl)cc1
(11) O=C(c1cnccn1)N(Cc1cccs1)C1(C(=O)NC2CCCCC2)CCCCC1

assay / compound | 8 | 9 | 11
TIM10 inh | 4 | 5 | 18
A3A deaminase | 4 | -2 | -3
mIAP act | 0.99 | 1.1 | 0.97
mIAP block | 1 | -9 | 3
beta cell repl | 3 | -3 | 3
hIAP inh | 11 | -12 | 2
tim10-1 inh | 6 | 39 | 12
NLRP3 yeast inh | 14 | 13 | 7
APOBEC3G inh | 1 | -4 | -7

Further compounds:
(13) CCOCCCN1CN(S(=O)(=O)c2ccc(Cl)cc2)c2nc3ccccc3nc21
(14) O=C(NCc1ccccc1)C(c1cccs1)N(Cc1cccs1)C(=O)c1cnccn1 (stereo not drawn)
(15) CC1(C)Cc2cccc(OCC(=O)Nc3ccc(S(N)(=O)=O)cc3)c2O1
(16) Cc1sc2nc(SCC(=O)N(CCO)CCO)n(C3CCCCC3)c(=O)c2c1C
(17) CCCN(Cc1cc2cc(C)ccc2[nH]c1=O)C(=O)c1cccc(OC)c1
(18) CCNc1nc(NCC)nc(Oc2ccc(OCC)nn2)n1

assay / compound | 13 | 14 | 15 | 16 | 17 | 18
TIM10 inh | 1 | 15 | -9 | -8 | -8 | -6
A3A deaminase | -3 | -2 | 3 | 0 | -3 | -6
mIAP act | 1 | 1 | 1 | 1 | 1.1 | 0.99
mIAP block | 0 | 0 | -3 | -5 | -13 | 1
beta cell repl | 2 | 1 | -3 | -1 | 0 | -3
hIAP inh | -3 | 12 | -2 | 6 | 10 | -26
tim10-1 inh | 6 | 12 | -12 | -1 | -3 | -6
NLRP3 yeast inh | -19 | 1 | 17 | -1 | 19 | 0
APOBEC3G inh | -4 | -5 | -2 | -5 | -6 | -4

(19) CC(=O)Nc1ccc(NC(=O)C(C)Sc2nc3ccccc3c(=O)n2CC2CCCO2)cc1 (stereo not drawn)
(20) CCCCCn1c(CCNC(=O)c2cccs2)nc2ccccc21
(21) CCC(CO)Oc1cc(NCc2ccc(F)cc2)c2ncn(C(C)C)c2c1 (stereo not drawn)
(22) O=C(Nc1cc2c3c(c1)CC(=O)N3CCC2)c1ccco1
(23) O=C(COC(=O)C1CCC(=O)N1)Nc1cccc([N+](=O)[O-])c1 (stereo not drawn)
(24) COCCCNC(=O)c1cn(C)c(=O)c2c1c1ccccc1n2C

assay / compound | 19 | 20 | 21 | 22 | 23 | 24
TIM10 inh | 15 | 41* | 4 | -3 | -10 | 3
A3A deaminase | -2 | -1 | -2 | 9 | -3 | 0
mIAP act | 0.97 | 1 | 0.97 | 1 | 1.1 | 0.96
mIAP block | 3 | -4 | 3 | -5 | -5 | 4
beta cell repl | -3 | -2 | -2 | -2 | -2 | 2
hIAP inh | 12 | 10 | 18 | 1 | 4 | 4
tim10-1 inh | 9 | 38 | -2 | 3 | -12 | 17
NLRP3 yeast inh | 18 | 27 | 16 | 14 | 14 | 16
APOBEC3G inh | -10 | -2 | -6 | 4 | -6 | -5

(25) COc1ccc(Cl)cc1S(=O)(=O)NC(C)C(=O)NCc1ccccn1 (stereo not drawn)
(26) COc1ccc(N(Cc2cc(=O)[nH]c3ccccc23)C(=O)CCl)cc1
(27) COc1cccc(C(=O)Nc2ccccc2C(=O)NCC2CCCO2)c1 (stereo not drawn)
(28) O=C(CN1C(=O)S/C(=C\c2ccc(Cl)cc2)C1=O)NC1C=CS(=O)(=O)C1 (stereo not drawn)
(29) CCOC(=O)c1sc(Nc2ccc(OCC)cc2)nc1C
(30) COc1ccc(NC2CCCN(C(=O)COc3ccc(Cl)cc3C)C2)cc1OC (stereo not drawn)

assay / compound | 25 | 26 | 27 | 28 | 29 | 30
TIM10 inh | -21 | 8 | -1 | -9 | 22 | 12
A3A deaminase | -1 | -3 | 3 | -2 | 2 | -4
mIAP act | 1.2 | 0.89 | 0.91 | 0.84 | 0.98 | 0.92
mIAP block | -15 | 11 | 9 | 16 | 2 | 8
beta cell repl | 0 | -4 | 3 | -1 | 0 | -4
hIAP inh | -12 | -1 | 4 | 5 | -2 | -8
tim10-1 inh | -8 | 15 | 15 | 3 | 19 | 31
NLRP3 yeast inh | -14 | 13 | 29 | 22 | 20 | 17
APOBEC3G inh | -7 | -11 | -1 | -6 | -2 | -4

(31) O=c1cc(CN2CC(O)Cc3ccc4ccccc4c32)nc2sccn12 (stereo not drawn)
(32) O=C(NCCC1=CCCCC1)c1ccc(Cl)c(S(=O)(=O)Nc2ccccc2)c1
(33) COC(=O)CCC[C@H]1CC2(C[C@H](CCCO[Si](C)(C)C(C)(C)C)N1C(=O)OC(C)(C)C)OCCO2
(34) COc1cc(/C=N/n2cnnc2-n2nc(C)cc2C)cc([N+](=O)[O-])c1O
(35) CC(=O)N1CCC(C(=O)OCc2ccccc2F)(c2ccccc2)CC1
(36) CCC(=O)c1c[nH]c(C(=O)NCc2cccc(C(F)(F)F)c2)c1

assay / compound | 31 | 32 | 33 | 34 | 35 | 36
TIM10 inh | 5 | 27 | 16 | -8 | 3 | 1
A3A deaminase | -1 | -5 | 3 | -1 | 0 | -1
mIAP act | 1.1 | 1.1 | 0.93 | 0.99 | 0.97 | 1.1
mIAP block | -7 | -7 | 7 | 1 | 3 | -11
beta cell repl | 0 | -3 | -7 | -2 | 1 | -3
hIAP inh | -7 | 4 | -16 | 16 | 2 | 4
tim10-1 inh | 6 | 34 | 20 | 12 | 20 | 16
NLRP3 yeast inh | 17 | 24 | 24 | -37 | 22 | 11
APOBEC3G inh | -3 | -12 | 1 | -5 | -4 | -6

(37) COc1ccc(C2CC(c3cccs3)=NN2C(=O)CCl)cc1OC (stereo not drawn)
(38) COc1cc(O)ccc1/C=N/NC(=O)c1ccc([N+](=O)[O-])cc1
(39) Cc1cc(C(=O)O)ccc1[N+](=O)[O-]
(40) O=C(/C=C/c1ccc(Cl)cc1Cl)N1CCc2ccccc21
(41) COc1ccc(C(=O)C[n+]2ccc3c(c2)nnn3-c2ccccc2)cc1
(42) O=c1c2c(nc3c(-c4cccc(Br)c4)c[nH]n13)CCCC2

assay / compound | 37 | 38 | 39 | 40 | 41 | 42
TIM10 inh | 15 | -2 | 4 | 6 | 7 | -3
A3A deaminase | 1 | -2 | -2 | 1 | 1 | 2
mIAP act | 0.91 | 0.9 | 1 | 0.97 | 0.94 | 0.97
mIAP block | 9 | 10 | 0 | 3 | 6 | 3
beta cell repl | -4 | 4 | -4 | -3 | 3 | -6
hIAP inh | 0 | 0 | 9 | 3 | 10 | -35
tim10-1 inh | -8 | 2 | -3 | -2 | 11 | 20
NLRP3 yeast inh | 30 | -2 | 9 | 5 | 5 | 0
APOBEC3G inh | -4 | -2 | -9 | 0 | -4 | -6

(43) CCOC(=O)N1CCOCCOCCN(C(=O)OCC)CCOCC1
(44) CCOc1ccc(NC(=O)CN(C)S(=O)(=O)c2cccs2)cc1
(45) CC(C)(C)CN1CCNC(=O)C1CC(=O)NCCc1ccccc1F (stereo not drawn)
(46) CC(=O)NCc1nc2ccccc2n1Cc1ccccc1C
(47) Cc1noc(C)c1COc1cccc(C(=O)NCCc2c[nH]c3ccccc23)c1
(48) C(#CCN1CCCC1)CC(c1ccccc1)c1ccccc1

assay / compound | 43 | 44 | 45 | 46 | 47 | 48
TIM10 inh | 7 | 4 | 21 | 10 | 6 | -10
A3A deaminase | 0 | -5 | -2 | -4 | -2 | -4
mIAP act | 1 | 1 | 1 | 1.1 | 1.2 | 1.1
mIAP block | 0 | -4 | 0 | -15 | -17 | -6
beta cell repl | 3 | -2 | 2 | -1 | 1 | -4
hIAP inh | 26 | -3 | 5 | -6 | -10 | -13
tim10-1 inh | 3 | 2 | 21 | 13 | 6 | 16
NLRP3 yeast inh | 11 | 16 | 9 | 19 | 11 | 34
APOBEC3G inh | -1 | -8 | -1 | -12 | -9 | -9
